MEP2 TOR yeast: alters MEP2-GFP fluorescence in TOR pathway yeast screen; S. cerevisiae MEP2-GFP strain, flow cytometry GFP, 3 h; 100% = DMSO control level; GFP response vs DMSO, % at 10 µM; 0.51% of 330,000 active; AID 2016;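 active means GFP response versus DMSO above a set limit, roughly screen mean plus 3 SD, cut at about 180% in these data; inconclusive means fewer than 70 cells counted for a yeast strain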;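 further: median GFP fluorescence of the barcode-gated MEP2-GFP cells per well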
AGP1-GFP MLPCN: yeast TOR pathway AGP1-GFP modulation. S. cerevisiae AGP1-GFP multiplex flow cytometry, 3 h; GFP as percent of DMSO wells. GFP response vs DMSO, % at 10 µM. 0.02% of 320,000 active;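 active means GFP response relative to DMSO above a set limit, near screen average plus 3 SD, cut at about 150% in these data; inconclusive means fewer than 70 cells counted for the yeast strain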;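 further: median GFP channel fluorescence of the gated AGP1 strain per well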
GASC-1 inh: human JMJD2C demethylase inhibition; Q9H3R0; GST-JMJD2C(1-420) H3K9me3 demethylation, DELFIA europium; inhibition, % at 2.35 µM; 0.069% of 330,000 active; AID 2099;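 active means more than half of a compound's replicate wells show inhibition beyond 50%, single wells judged on their own value; inconclusive means some, but no more than half, of replicates pass 50% inhibition; inactive means no replicate passes 50% inhibition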;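 further: signal counts dimethyl H3K9 product captured on neutravidin plate; 0% = median of DMSO wells and 100% = 0.3 times that DMSO median; strong numbers were not always called active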
GRK2 aptamer HTS: blocks RNA aptamer binding to human GRK2. P25098. bead flow cytometry, FAM-aptamer displacement from GRK2. inhibition of aptamer binding, % at 10 µM. 0.59% of 330,000 active;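 active means inhibition of aptamer binding above 40%, roughly 3 SD of noise, on plates passing a quality check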;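 further: median bead fluorescence of bound FAM aptamer so fluorescent compounds give negative values; no value below 0 was filed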
LAP4 TOR yeast: alters LAP4-GFP fluorescence in TOR pathway yeast screen | S. cerevisiae LAP4-GFP multiplex, flow cytometry GFP, 3 h; median GFP as percent of DMSO wells | GFP response vs DMSO, % at 10 µM | 0.34% of 320,000 active;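 active means GFP response vs DMSO above a set limit, about the screen mean plus 3 SD, cut at about 150% in these data; inconclusive means under 70 cell events counted for the yeast strain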
VLA-4 inh: inhibition in a human VLA-4 binding assay; VLA-4 expressing cells, ligand binding flow cytometry; inhibition, % (about 7 µM as worked out from the volumes in the protocol); 0.2% of 330,000 active; in the data active means inhibition above about 50%
Target sequence (P13612 whole entry, looked up): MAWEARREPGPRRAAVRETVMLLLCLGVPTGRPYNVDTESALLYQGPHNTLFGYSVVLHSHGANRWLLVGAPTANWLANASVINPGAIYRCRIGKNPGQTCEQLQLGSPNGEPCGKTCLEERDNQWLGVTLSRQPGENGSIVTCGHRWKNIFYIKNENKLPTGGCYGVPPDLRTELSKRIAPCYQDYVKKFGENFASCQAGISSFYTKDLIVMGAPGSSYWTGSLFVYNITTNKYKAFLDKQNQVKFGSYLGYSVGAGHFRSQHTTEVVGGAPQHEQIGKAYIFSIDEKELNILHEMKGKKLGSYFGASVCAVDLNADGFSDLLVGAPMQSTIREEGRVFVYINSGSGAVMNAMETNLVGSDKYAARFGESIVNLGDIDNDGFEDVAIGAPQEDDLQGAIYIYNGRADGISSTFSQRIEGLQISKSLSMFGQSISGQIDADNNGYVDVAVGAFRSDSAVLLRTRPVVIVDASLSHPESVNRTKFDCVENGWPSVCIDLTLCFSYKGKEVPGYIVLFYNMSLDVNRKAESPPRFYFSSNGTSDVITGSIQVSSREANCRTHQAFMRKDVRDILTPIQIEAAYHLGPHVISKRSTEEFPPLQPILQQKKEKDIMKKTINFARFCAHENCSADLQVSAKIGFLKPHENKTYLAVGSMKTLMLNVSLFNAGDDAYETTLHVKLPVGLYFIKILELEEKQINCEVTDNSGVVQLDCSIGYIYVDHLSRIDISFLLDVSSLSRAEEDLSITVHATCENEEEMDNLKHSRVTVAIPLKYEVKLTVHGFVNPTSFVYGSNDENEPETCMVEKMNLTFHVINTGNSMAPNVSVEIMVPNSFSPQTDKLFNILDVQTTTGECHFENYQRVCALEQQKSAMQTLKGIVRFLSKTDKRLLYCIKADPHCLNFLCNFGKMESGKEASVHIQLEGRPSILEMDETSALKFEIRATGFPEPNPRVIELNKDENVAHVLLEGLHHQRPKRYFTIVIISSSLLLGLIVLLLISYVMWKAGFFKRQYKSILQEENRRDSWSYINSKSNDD
RPL19A-GFP yeast: alters RPL19A-GFP fluorescence in TOR pathway yeast screen. S. cerevisiae RPL19A-GFP strain, flow cytometry, 3 h; hits give low values. percent response vs DMSO, % at 10 µM. 0.3% of 330,000 active. AID 2025;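 active means percent response vs DMSO below 50%; inconclusive means fewer than 70 events counted for the yeast strain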;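 further: median channel GFP fluorescence of the barcoded RPL19A-GFP strain; ratio of sample median GFP to plate DMSO average so 100% = DMSO; lower means less RPL19A-GFP as with rapamycin TOR inhibition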
CIT2 TOR yeast: yeast TOR pathway CIT2-GFP modulation; S. cerevisiae CIT2-GFP strain, flow cytometry, 3 h; 100 means same as DMSO wells; GFP response vs DMSO, % at 10 µM; 0.065% of 320,000 active; AID 2029;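 active means GFP response relative to DMSO above a set limit, near the screen mean plus 3 SD, cut at about 150% in these data; inconclusive means Fewer than 70 cells measured for a yeast strain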;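 further: ratio of well median GFP fluorescence to mean of DMSO wells on the plate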
An asterisk follows results filed as active; ? = inconclusive; nt = no result given.

Values run as follows: MEP2 TOR yeast	AGP1-GFP MLPCN	GASC-1 inh	GRK2 aptamer HTS	LAP4 TOR yeast	VLA-4 inh	RPL19A-GFP yeast	CIT2 TOR yeast
1	Cc1cc(C)c2c3c(sc2n1)C(c1ccccc1)C(C#N)=C(N)O3 (stereo unspecified)
 : 120	95	0	0	120	-4	105	82
2	CC(=O)c1c(C)[nH]c(C(=O)NNC(=O)COc2cc(C)ccc2C(C)C)c1C
 : 98	100	-1	2	98	-4	97	91
3	CNc1nc(C)nc(-c2ccccc2O)n1
 : 99	98	6	0	101	-2	98	105
4	Cc1cc(NS(=O)(=O)c2ccc(NC(=O)COc3ccccc3[N+](=O)[O-])cc2)no1
 : 105	101	-2	7	83	13	106	nt
5	COC(=O)C(CC(=O)Nc1cc(C)ccc1C)Nc1ccccc1OC (stereo unspecified)
 : 104	101	-9	6	97	-4	101	103
6	O=C(O)Cc1ccc(N=Nc2c(O)c(C(=O)O)cc3ccccc23)cc1
 : 108	100	13	1	94	7	106	105
7	O=C(O)CC(NS(=O)(=O)c1ccc(Br)cc1)c1ccco1 (stereo unspecified)
 : 106	113	-2	3	105	5	103	103
8	CCOc1ccc2nc(NC(=O)CSC3=NCCS3)sc2c1
 : 99	95	-13	1	104	8	98	94
9	CCOC(=O)c1ccc2c(c1)N(CC)C(=O)c1ccccc1S2
 : 97	91	-5	0	82	-7	97	95
10	CCC(=O)Nc1nnc(S(=O)(=O)N(CC)c2ccc(Cl)cc2)s1
 : 104	97	5	0	92	2	105	102
11	O=C(Nc1ccc2oc(-c3cccc(F)c3)nc2c1)c1ccccc1F
 : 103	103	7	0	100	-2	97	98
12	CCCCc1ccc(N/C(N)=N/c2nc(C)cc(C)n2)cc1
 : 107	102	-19	0	100	-8	102	102
13	CC(C)c1nc2sc3c(NCc4ccccc4)ncnc3c2c2c1COC(C)(C)C2
 : 101	99	7	0	101	3	98	98
14	Cc1c(C(=O)O)oc2ccc(S(=O)(=O)N3CCC(C)CC3)cc12
 : ?	?	-7	0	?	9	?	?
15	Cc1onc(-c2ccccc2)c1C(=O)N1CCOC12CCN(c1cccc(F)n1)CC2
 : 95	103	-13	5	105	4	98	96
16	Cc1ncc([N+](=O)[O-])n1CCO
 : 98	86	-12	1	118	48	98	84
17	O=C(/C=C/c1ccccc1)Nc1cccc(C(=O)O)c1
 : 98	99	8	3	108	3	104	91
18	CCCNC(=O)C(=O)NCC1CCCN1CC (stereo unspecified)
 : 102	98	2	4	102	-2	99	95
19	CCn1c(SCC(=O)N(C)Cc2ccc(OC)c(F)c2)nc2cc(S(N)(=O)=O)ccc21
 : 97	107	-4	0	114	-12	101	106
20	O=C(Nc1ccnc(-c2ccncc2)n1)C1CC1
 : 102	99	21	5	89	14	105	102
21	CC(C)(C)n1nc2c(c1NC(=O)c1ccccc1)CS(=O)(=O)C2
 : 98	104	-4	0	106	-5	95	103
22	COC(=O)C1CCN(C(=O)Nc2ccccc2)CC1
 : 105	103	0	4	102	-10	106	100
23	Cc1ccc(NC(=O)c2cc(-c3cccc(O)c3)on2)cc1C
 : 95	89	39	1	93	-26	93	84
24	O=C(c1ccco1)N1CCC(c2nc3c(nnn3Cc3ccccc3Cl)c(=O)[nH]2)CC1
 : 102	103	-4	1	98	18	100	106
25	CCOc1ccc(C(=O)Nc2cc(OC)ccc2OC)cc1
 : 94	86	-3	4	96	-2	92	90
26	CC(C)NC(=O)CC1(C(=O)NCc2ccc(Cl)cc2)CCCC1
 : 102	95	1	50*	108	2	96	90
27	CCOC(=O)C(NCCOC)(NC(C)=O)C(F)(F)F (stereo unspecified)
 : 102	nt	0	1	nt	0	98	nt
28	Cc1cc(-c2ccc(C)c(S(=O)(=O)N3CCN(C(=O)c4ccco4)CC3)c2)on1
 : 102	119	-2	2	115	4	104	101
29	Cc1oc2c(CN3CCCC3)c(O)ccc2c(=O)c1Oc1ccccc1Br
 : 104	108	2	0	109	-3	106	104
30	O=C1Nc2ccccc2C1Cc1ccccn1 (stereo unspecified)
 : 94	107	-1	0	109	2	104	95
31	CC(C)(C)n1ncc2c(=O)n(CC(=O)NC3CCCCC3)cnc21
 : 109	107	-5	18	102	-2	102	110
32	CCN(CC)c1ccc(NC(=O)CN2C(=O)NC3(CCc4ccccc43)C2=O)cc1 (stereo unspecified)
 : 97	96	-8	0	97	11	96	85
33	COc1cc(C2NC(=O)NC(C)=C2C(=O)OC(C)(C)C)ccc1OCC(N)=O (stereo unspecified)
 : 106	111	2	1	85	-3	101	91
34	Cc1ccc(S(=O)(=O)N/N=C(\c2ccccc2)c2cccnc2)cc1
 : 104	100	4	4	99	-4	100	100
35	Cc1ccc(S(=O)(=O)N(C)C[C@H]2Oc3c(NC(=O)Nc4cccc5ccccc45)cccc3C(=O)N([C@@H](C)CO)C[C@@H]2C)cc1
 : 100	102	nt	0	109	36	101	97
36	O=C(NCCC(=O)N(Cc1ccco1)Cc1cccs1)c1ccccc1Cl
 : 108	103	-11	1	104	-19	101	103
37	CCc1cccc(OCC(=O)Nc2cc(Cl)ccc2-n2cncn2)c1
 : 101	95	5	5	109	-27	98	84
38	CC(/C=C/c1ccccc1)=N\NC(=O)Cn1nc(C)cc1C
 : 89	83	2	0	78	0	105	111
39	Fc1ccc(NC(=S)NCCc2ccc(Cl)cc2)cc1
 : 99	91	-9	0	98	15	99	89
40	O=c1oc2cccnc2n1CCS(=O)(=O)c1ccc(F)cc1
 : 99	106	0	1	104	20	99	99
41	COc1cc(C(=O)NCCc2c[nH]c3ccccc23)ccc1OCc1c(C)noc1C
 : 105	104	-6	3	97	15	101	109
42	COC(=O)C1=C(C)N(Cc2ccccc2)C(=NCC(C)C)N[C@H]1c1ccccc1
 : 94	91	3	0	114	-16	100	94
43	O=C(CCNc1ccc(Cl)c(C(F)(F)F)c1)c1ccco1
 : 95	93	-4	4	105	3	99	83
44	O=C(CCSc1ccc(Cl)cc1)N1CCCCCC1
 : 104	89	-6	1	105	-3	100	105
45	S=C(NCc1ccc(Cl)cc1)N1CCN(c2ccccn2)CC1
 : 95	98	1	7	99	4	104	103
46	O=C(Cc1ccccc1F)Nc1ccccc1-c1ccccc1
 : 95	101	-18	0	98	-3	103	93
47	Cc1cc(C)c(NC(=O)CSc2nc(=O)n3cc(C)ccc3n2)c(C)c1
 : 106	99	-11	2	111	6	95	89
48	Cn1c(N)c(C(=O)Nc2ccc(-c3ccccc3)cc2)sc1=S
 : 100	105	5	0	113	1	100	100
49	COc1ccc(-c2cc(C(=O)N/N=C/c3cccnc3)c3ccccc3n2)cc1
 : 97	95	10	3	65	7	99	91
50	Cc1cc(=O)oc2ccc(OC(=O)c3cccc(S(=O)(=O)N4CCOCC4)c3)cc12
 : 100	103	-5	4	97	-6	93	109

Continued:
Values run as follows: MEP2 TOR yeast	AGP1-GFP MLPCN	GASC-1 inh	GRK2 aptamer HTS	LAP4 TOR yeast	VLA-4 inh	RPL19A-GFP yeast	CIT2 TOR yeast
51	COCCn1c(=O)[nH]c2cc(C(=O)NCCN3CCN(c4cccc(Cl)c4)CC3)ccc2c1=O
 : 104	102	4	0	97	-6	100	106
52	CC1CC1C(=O)Nc1nc2ccc(S(C)(=O)=O)cc2s1 (stereo unspecified)
 : 104	92	0	0	81	11	97	90
53	CC(=O)O[C@H]1C[C@@H]2CC[C@@H]3[C@H](CC[C@@]4(C)[C@H]3C[C@H]([N+]3(C)CCCCC3)[C@@H]4OC(C)=O)[C@@]2(C)C[C@@H]1[N+]1(C)CCCCC1
 : 90	86	nt	0	105	39	94	93
54	Cc1cccc(-n2ncc3c2CCCC3NC(=O)CCN2Cc3ccccc3C2=O)c1C (stereo unspecified)
 : 99	103	5	0	112	-4	100	96
55	CCOC(=O)COc1ccc(S(=O)(=O)NCCC2=CCCCC2)cc1
 : 96	97	2	0	105	-5	95	100
56	CCc1ccccc1NC(=O)CN1CCN(C(=O)CNC(=O)c2ccc(-c3ccccc3)cc2)CC1
 : 101	100	nt	0	107	-5	97	95
57	COc1ccc(C)cc1NC(=O)CSc1nnc(-c2ccccn2)n1Cc1ccco1
 : 104	108	2	0	106	7	107	102
58	Cn1cccc1C(=O)NC1CCCCCC1
 : 93	98	nt	2	95	7	97	100
59	CCOc1cc(C2C(C#N)=C(N)Oc3n[nH]c(-c4ccncc4)c32)cc([N+](=O)[O-])c1O (stereo unspecified)
 : 102	105	4	0	92	7	100	108
60	O=[N+]([O-])c1ccc(S(=O)(=O)Nc2nc3ccccc3nc2Nc2ccccc2)cc1
 : 102	108	-20	3	117	-1	102	96
61	C#CCOCCOCCOCCNc1nc(N2CCN(C(=O)[C@H](CCCCN)n3cc(C(N)[C@H](C)CC)nn3)CC2)nc(N2CCN(C(=O)[C@H](CCC(=O)O)n3cc(C(N)[C@H](C)CC)nn3)CC2)n1 (stereo partly specified)
 : 90	91	5	0	135	-2	100	124
62	CN(CC(=O)Nc1ccc(F)c(F)c1F)C(=O)C1=COCCO1
 : 96	97	-1	0	98	0	98	98
63	O=C(NCc1ccccc1)c1cccc(NC(=O)c2ccco2)c1
 : 109	112	-7	2	98	10	97	98
64	CC(C(=O)NC1CCCC1)N1CCN(Cc2ccccc2)CC1 (stereo unspecified)
 : 95	97	2	0	106	4	97	98
65	CCNc1ccc(S(=O)(=O)N(C)C)cc1NCC(=O)Nc1c(F)cccc1F
 : 100	110	45	0	99	1	101	100
66	COC(=O)Nc1cc(C)n(-c2ccccc2)n1
 : 114	105	17	2	112	8	101	101
67	COc1ccc(CN2CCNC(=O)C2CC(=O)N(C)CCC2CCOCC2)cc1OC (stereo unspecified)
 : 108	120	11	0	115	-1	105	111
68	CSc1nc2ccc(NC(=O)c3ccccn3)cc2s1
 : 104	102	2	0	108	5	102	107
69	CCOC(=O)c1ccc(S(=O)(=O)N2CCNCC2)cc1
 : 98	99	3	10	105	2	100	110
70	O=C(Cn1c(C(=O)N2CCN(C3CCCCC3)CC2)cc2sccc21)c1ccccc1
 : 93	100	28	2	97	0	92	95
71	COc1ccc(NS(=O)(=O)c2cc(NC(=O)CCSc3ccccc3)ccc2OC)cc1
 : 102	104	0	2	105	2	103	95
72	CC1CCN(S(=O)(=O)c2ccc3c(c2)N(CC(=O)NCCCN2CCCCC2C)C(=O)CS3)CC1 (stereo unspecified)
 : 100	102	-45	0	98	20	97	95
73	C[C@H](NS(=O)(=O)c1ccc2c(c1)OCCCO2)C(=O)N1CCN(c2ccc(F)cc2)CC1
 : 93	95	-3	0	101	-2	92	91
74	O=C1CC(c2cccs2)Sc2nc3ccccc3n21 (stereo unspecified)
 : 94	92	6	0	95	18	97	86
75	CN1CCN(S(=O)(=O)c2ccc(C(=O)Nc3ccccc3)cc2)CC1
 : 96	99	-2	0	95	16	95	97
76	CNC(=O)NC(=O)C(NC1CCCc2ccccc21)c1ccccc1 (stereo unspecified)
 : 108	101	-5	0	90	-6	106	94
77	O=C(C1CCCN(S(=O)(=O)c2ccccc2)C1)N1CCN(c2ccccc2)CC1 (stereo unspecified)
 : 94	77	-10	0	83	5	93	84
78	COc1ccccc1NC(=S)N(CCc1nc2cc(C)c(C)cc2[nH]1)Cc1cccnc1
 : 100	102	nt	0	106	7	95	97
79	O=C(NCc1ccc(Cl)cc1)c1ccc(NC(=O)C2CCCO2)cc1 (stereo unspecified)
 : 111	106	36	0	101	12	104	110
80	COC(=O)[C@H](CCSC)NC(=O)N1CCN(c2cccc(C(F)(F)F)c2)CC1
 : 101	95	10	0	92	6	99	96
81	Cc1ccc(S(=O)(=O)N2CCN(CC(=O)N/N=C/c3ccccc3OCC(=O)O)CC2)cc1
 : 105	112	4	1	103	8	105	105
